GCN5L2 inh – GCN5L2 (KAT2A) acetyltransferase inhibition; 0.21% of 390,000 active; GCN5L2 HAT assay, ThioGlo1 CoA-SH fluorescence; Potency, µM (titrated, usually from 58.9 µM), without a hit: top-dose activity change, negative = inhibition, usual class: inhibitors
Target sequence (Q92830 whole entry, looked up): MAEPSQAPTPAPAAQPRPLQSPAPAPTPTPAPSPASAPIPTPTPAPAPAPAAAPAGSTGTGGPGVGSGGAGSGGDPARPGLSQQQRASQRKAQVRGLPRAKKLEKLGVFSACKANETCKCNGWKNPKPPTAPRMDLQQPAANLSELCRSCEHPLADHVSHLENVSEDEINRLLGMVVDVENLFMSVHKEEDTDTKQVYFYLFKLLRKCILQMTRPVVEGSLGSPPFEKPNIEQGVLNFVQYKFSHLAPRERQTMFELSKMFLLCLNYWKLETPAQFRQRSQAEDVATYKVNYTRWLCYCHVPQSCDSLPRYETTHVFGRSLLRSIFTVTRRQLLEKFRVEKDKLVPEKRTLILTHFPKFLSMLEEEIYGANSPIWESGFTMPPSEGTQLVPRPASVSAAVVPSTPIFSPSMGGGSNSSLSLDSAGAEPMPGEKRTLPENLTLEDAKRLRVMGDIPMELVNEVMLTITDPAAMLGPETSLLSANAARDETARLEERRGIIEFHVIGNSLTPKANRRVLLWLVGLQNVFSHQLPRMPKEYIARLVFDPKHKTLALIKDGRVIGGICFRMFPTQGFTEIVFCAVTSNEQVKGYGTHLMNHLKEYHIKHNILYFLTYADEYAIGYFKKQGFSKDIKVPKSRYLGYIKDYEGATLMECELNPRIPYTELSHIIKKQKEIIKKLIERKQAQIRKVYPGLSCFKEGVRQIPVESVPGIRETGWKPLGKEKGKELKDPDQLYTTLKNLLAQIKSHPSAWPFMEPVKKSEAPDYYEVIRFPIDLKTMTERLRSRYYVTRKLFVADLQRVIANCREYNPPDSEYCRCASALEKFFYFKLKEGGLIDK
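Fluorescence readout, Ex340nm/Em540nm: ThioGlo1 (50uM final) reacts with free CoA thiol released as 20nM GCN5L2 acetylates H3(1-25) peptide (75uM) using acetyl-CoA (70uM). Compound and enzyme sat 15 min beforehand; 20 min room-temperature reaction.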
TDP1 cell CPT – growth inhibition of DT40 Tdp1-/-;hTDP1 cells with camptothecin (screen for TDP1 inhibitors); chicken DT40 Tdp1-/-;hTDP1 cells + 20 nM CPT, ATP luminescence, 48 h; Potency, µM (titrated, usually from 46.2 µM), for the others: at the top dose activity change, negative = growth inhibition, most hits filed as inhibitors; 12% of 420,000 active; AID 686979; note: nearly all actives have a fitted effect of over 55% in size
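Chicken DT40 Tdp1-/- cells stably complemented with human TDP1 were seeded at 400 cells/well in medium containing 20 nM camptothecin, exposed to pin-transferred compounds, and grown at 37 °C for at least 48 hr. Viability was read as ATP luminescence.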
DT40 TDP1 no CPT – qHTS for Inhibitors of human tyrosyl-DNA phosphodiesterase 1 (TDP1): qHTS in cells in absence of CPT. DT40 Tdp1-/- hTDP1 cells, no CPT, ATP luminescence, 48 h. Potency, µM (doses to about 46.2 µM), inactives show top-dose activity change, negative = growth inhibition, usual class: inhibitors. 15% of 420,000 active. AID 686978, 2013; note: nearly all actives have a fitted effect of over 55% in size
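Compound effects on proliferation are scored in DT40 Tdp1-/-;hTDP1 cells in the absence of CPT. ATP levels (CellTiter-Glo luminescence) are recorded after a ≥48 hr, 37 °C incubation.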
* hit, by the source's call; ? = inconclusive; . = not tested or not shown; & = joins results of further samples. Calls come from the whole dose curve; as a rule, active = well fitted curve in the direction sought with a large enough effect; inconclusive = small, poorly fitted or top-dose-only effect, or another doubt; inactive = no such curve, though single readings can be large; an effect the other way counts as inactive or inconclusive. % is set by controls: 0 for no effect and ±100 for the full control effect; potency is the fitted concentration of half-maximal effect.

SMILES	GCN5L2 inh	TDP1 cell CPT	DT40 TDP1 no CPT
Cc1sc2ncnc(N(C)C3CCCCC3)c2c1C	-6%	-28%	?
CC(=O)N1CCc2c(sc3c2c(=O)n(CCc2ccccc2)c(=O)n3Cc2ccc(F)cc2)C1	-14%	18µM*	8.2µM*
CCOc1cc(CN2CCCC(CNC(=O)c3ccc(F)cc3)C2)ccc1OC (stereo not given)	1%	?	-11%
CSc1ccccc1C(=O)N1CCOCC1	-5%	-6%	0%
CN(C)c1ccc(NC(=O)CN2CCC(N3CCCCC3)CC2)cc1	3%	-11%	5%
COc1ccc(S(=O)(=O)N2CCC(C(=O)N3CCOCC3)CC2)cc1	-4%	-5%	-6%
Cc1ccc(CSC2=NCCN2C(=O)C(C)Oc2ccccc2)cc1 (stereo not given)	-7%	17%	1%
CCOC(=O)/C(C#N)=C/Nc1cc(C(=O)OCC)cc2c(OC)c(OC)ccc12	-4%	-3%	-10%
O=C(Nc1ccc(O)c2c(=O)cc(-c3ccccc3Cl)oc12)c1ccc(Cl)c(Cl)c1	-13%	-27%	-27%
COc1ccc(-c2ccc3c(c2)S(=O)(=O)c2cccc(C(=O)O)c2C3=O)cc1OC	-3%	-5%	12%
C[C@]12c3[nH]c4ccccc4c3CCN1C(=O)C(CC(=O)NCCc1ccccn1)C[C@@H]2C(=O)N1CCCCC1 (stereo not given in full)	-1%	-30%	?
CC(C)CC(=O)NCc1ccc(F)cc1	-2%	3%	-12%
CCCN(CCC)CCNS(=O)(=O)c1ccc2c(c1)CCN2C(=O)C1CCC1	-10%	-27%	?
COc1ccc(CN(C(=O)c2ccccc2F)C2CCS(=O)(=O)C2)cc1 (stereo not given)	5%	-2%	-11%
COc1cc(C(=O)Nc2ccc3nc4n(c(=O)c3c2)CCCC4)ccc1Br	-5%	-22%	?
CSc1nc2nc3c(cc2c(=O)n1-c1ccccc1C)COC(C)(C)C3	1%	-22%	-24%
CC(C)C(NS(=O)(=O)c1cccs1)C(=O)N1CCC(C(N)=O)CC1 (stereo not given)	-2%	-3%	18%
CC(Sc1ccccc1)C(=O)Nc1ccc(S(=O)(=O)N2CCOCC2)cc1 (stereo not given)	-3%	-14%	-18%
COc1ccccc1C(=O)NNC(=O)C12CC3CC(CC(C3)C1)C2	-2%	-8%	2%
CC(=O)N1CC(C)Sc2ccc(S(=O)(=O)NCCc3ccccc3)cc21 (stereo not given)	-3%	13µM*	10µM*
CC(C)[C@H](NC(=O)Nc1ccccc1F)C(=O)O	-2%	-6%	-1%
O=[N+]([O-])c1ccccc1/C=C/CN1CCCCC1CO (stereo not given)	-7%	1%	2%
COc1ccc(C(=O)Nc2c(-c3ccccc3)nc3ccccn23)c(OC)c1	0%	?	?
N#C/C(=C\c1ccc(O)c([N+](=O)[O-])c1)c1nc2ccccc2s1	-15%	26µM*	16µM*
CC(C)CN(C(=O)CN(C)C(=O)c1ccco1)c1c(N)n(CC(C)C)c(=O)[nH]c1=O	0%	3%	0%
Cc1ccc(S(=O)(=O)c2cc(Nc3ccccc3)ccc2O)cc1	-4%	?	-20%
C=CC[C@H](CC(=O)NCCO)C(=O)N[C@H](C)COC(=O)[C@@H](CC=C)Cc1ccc(F)cc1	1%	?	?
CCn1cc(C(=O)N[C@@H](CCSC)C(=O)NCCOC)c(=O)c2cc3c(cc21)OCO3	1%	-6%	13%
COC(=O)c1ccccc1NC(=O)C1(S(=O)(=O)c2ccc(Cl)cc2)CC1	-5%	?	?
O=C(Cc1c(F)cccc1Cl)NNC(=O)c1ccccc1Cl	2%	-7%	12%
O=C(NCC(c1ccco1)N1CCc2ccccc21)C(=O)Nc1ccc(F)cc1F (stereo not given)	-5%	4.1µM*	3.3µM*
O=C(NCCc1cn2ccccc2n1)c1cc(COc2c(F)cccc2F)on1	0%	-5%	?
Cc1nn(-c2ccc(N3CCOCC3)nn2)c(C)c1CCC(=O)NCc1ccc(OC(C)C)cc1	2%	-29%	-23%
CC(C)(C)c1ccc(/C=C/C(=O)Nc2ccc(S(N)(=O)=O)cc2)cc1	-13%	6.5µM*	8.2µM*
COc1ccccc1CNC(=O)c1[nH]c(C)c(C(C)=O)c1C	-12%	-24%	?
Cc1cccc(/C=C2\Oc3cc(OS(C)(=O)=O)ccc3C2=O)c1	-18%	?	?
COC(=O)C1=C(C)N(C)C(=S)NC1c1ccc(OC)cc1OC (stereo not given)	0%	-12%	-15%
Cc1c(NC(=O)CSc2ccccc2C(=O)Nc2cccnc2)c(=O)n(-c2ccccc2)n1C	-1%	-3%	-7%
CCC(=O)Nc1cc(-c2nn(C)c(=O)c3ccccc23)ccc1N1CCCCC1	5%	?	?
Cc1cc(C)c(C(O)c2ncc(-c3cccc(F)c3)[nH]2)c(C)c1 (stereo not given)	.	?	?

Arranged by number of heavy atoms (largest number first): 14 of the compounds above
SMILES	GCN5L2 inh	TDP1 cell CPT	DT40 TDP1 no CPT
Cc1nn(-c2ccc(N3CCOCC3)nn2)c(C)c1CCC(=O)NCc1ccc(OC(C)C)cc1	2%	-29%	-23%
Cc1c(NC(=O)CSc2ccccc2C(=O)Nc2cccnc2)c(=O)n(-c2ccccc2)n1C	-1%	-3%	-7%
C=CC[C@H](CC(=O)NCCO)C(=O)N[C@H](C)COC(=O)[C@@H](CC=C)Cc1ccc(F)cc1	1%	?	?
CCn1cc(C(=O)N[C@@H](CCSC)C(=O)NCCOC)c(=O)c2cc3c(cc21)OCO3	1%	-6%	13%
CC(C)CN(C(=O)CN(C)C(=O)c1ccco1)c1c(N)n(CC(C)C)c(=O)[nH]c1=O	0%	3%	0%
O=C(NCCc1cn2ccccc2n1)c1cc(COc2c(F)cccc2F)on1	0%	-5%	?
COc1ccc(C(=O)Nc2c(-c3ccccc3)nc3ccccn23)c(OC)c1	0%	?	?
COC(=O)c1ccccc1NC(=O)C1(S(=O)(=O)c2ccc(Cl)cc2)CC1	-5%	?	?
CC(C)(C)c1ccc(/C=C/C(=O)Nc2ccc(S(N)(=O)=O)cc2)cc1	-13%	6.5µM*	8.2µM*
Cc1ccc(S(=O)(=O)c2cc(Nc3ccccc3)ccc2O)cc1	-4%	?	-20%
COC(=O)C1=C(C)N(C)C(=S)NC1c1ccc(OC)cc1OC (stereo not given)	0%	-12%	-15%
COc1ccccc1CNC(=O)c1[nH]c(C)c(C(C)=O)c1C	-12%	-24%	?
O=[N+]([O-])c1ccccc1/C=C/CN1CCCCC1CO (stereo not given)	-7%	1%	2%
CC(C)[C@H](NC(=O)Nc1ccccc1F)C(=O)O	-2%	-6%	-1%

Remaining list, next part
SMILES	GCN5L2 inh	TDP1 cell CPT	DT40 TDP1 no CPT
O=C(Cn1c(-c2cccs2)cc2cc(Cl)ccc21)N1CCN(c2ccccc2)CC1	-6%	?	-28%
Cn1c(N)c(C(=O)c2ccc(C#N)cc2)c(=O)n(C)c1=O	0%	-6%	-8%
CC(=O)Nc1ccc(S(=O)(=O)NCC(=O)OCC(=O)c2cc(C)n(-c3ccc4c(c3)OCO4)c2C)cc1	-9%	-12%	8.2µM*
Cc1oc(-c2ccccc2)nc1CSc1nnc(C)n2c1cc1sccc12	-1%	?	?
Cc1cc([N+](=O)[O-])nn1CC(=O)NCCCN1CCOCC1	-6%	-1%	14%
Cc1nc2cnc(N3CCOCC3)nc2n(C[C@H]2CCCO2)c1=O	-18%	-5%	9%
CCCCn1c(N)c(N(CCOC)C(=O)C2CC(=O)N(c3ccc(CC)cc3)C2)c(=O)[nH]c1=O (stereo not given)	1%	-3%	7%
COCC(=O)NCCSc1c(C)[nH]c2ccccc12	-9%	2%	8%
CCCCCCn1nc(C(=O)N(CCCC)c2c(N)n(CCC)c(=O)[nH]c2=O)c2ccccc2c1=O	0%	-23%	-25%
COc1ccc(CNC(=O)N2CCN(S(=O)(=O)c3ccccc3)CC2)cc1	2%	-11%	-19%
CN1CCN(C(c2cccc(C(F)(F)F)c2)c2nnnn2Cc2ccccc2)CC1 (stereo not given)	-1%	-25%	?
CCN1CCN(CC(=O)Nc2cc3c(cc2C(C)=O)OCO3)CC1	-1%	-4%	-8%
COc1ccc(CNC2CCCC2)c(OC)c1OC	-4%	-11%	4%
CC(C)CC(=O)NC(=S)NNC(=O)c1ccc(NC(=O)C2CCCCC2)cc1	-8%	21µM*	12µM*
CCOC(=O)C1=C(C)NC(C)=C(C(=O)OCC)C1c1cc2ccc(C)cc2[nH]c1=O	3%	23µM*	?
COc1ccccc1OCC(O)CN1CCOCC1 (stereo not given)	-4%	2%	-2%
CC1CCC2(CC1)NC(=O)N(CC(=O)NCc1cccs1)C2=O (stereo not given)	-1%	-5%	-16%
Fc1ccc2cc(-c3ccccc3)ncc2c1	-1%	?	-9%
COc1ccc(NC(=O)Cn2nnc(C(=O)NCCc3ccccc3)c2N)cc1	2%&-5%	?	3%&-13%
Cc1cccc(NC(=O)C(NS(=O)(=O)c2ccc3c(c2)CCC(=O)N3)c2ccccc2)n1 (stereo not given)	-1%	-21%	-19%

Looked up above:
`COc1ccccc1OCC(O)CN1CCOCC1` (stereo not given) in DT40 TDP1 no CPT reads -2%
`COc1ccc(CNC2CCCC2)c(OC)c1OC` in DT40 TDP1 no CPT reads 4%

(further entries)
SMILES	GCN5L2 inh	TDP1 cell CPT	DT40 TDP1 no CPT
CCc1ccc(/C=C/C(=O)c2ccc(N3CCOCC3)cc2)cc1	0%	?	?
COc1cc(-c2nc(-c3ccccc3)c(-c3cccs3)[nH]2)cc(OC)c1O	-5%	?	?
COc1ccc(CCN2CC(C(=O)NCCc3ccc(F)cc3)CCC2=O)cc1 (stereo not given)	-4%	-10%	7%
COc1cccc(NC(=O)CN(C)C(C)C(=O)Nc2ccc(C(C)=O)cc2)c1 (stereo not given)	-5%	0%	0%
CCOC(=O)c1c(NC(=O)Cc2ccccc2)sc2c1CC(C)(C)NC2(C)C	2%	?	?
Cc1ccc(NC(=O)CN(c2ccc(Cl)cc2)S(=O)(=O)c2cc([N+](=O)[O-])ccc2Cl)cc1	-7%	?	23µM*
Cc1ccc(-n2c(=O)cc(N3CC(C)OC(C)C3)[nH]c2=O)cc1 (stereo not given)	-2%	8%	4%
COc1cccc(C2C(C#N)=C(N)OC(C(C)(C)C)=C2C#N)c1 (stereo not given)	-6%	?	?
Cc1oc2ncn(CC(C)C)c(=O)c2c1C(=O)NC(C)c1ccccc1 (stereo not given)	-1%	21µM*	21µM*
CC1CN(C2CCN(C(=O)COc3ccccc3)CC2)CC(C)O1 (stereo not given)	-1%	-12%	-12%
CC1CC(=O)c2c(cc3c(-c4c(O)cc(O)c5c(O)c6c(cc45)OC(C)CC6=O)c(O)cc(O)c3c2O)O1 (stereo not given)	?	1µM*	1.3µM*
CCCCC(=O)Nc1ccc(NC(=S)NC(=O)CC)cc1OC	-3%	?	-18%
CC(=O)c1ccc(NC(=O)c2sc3nc4n(c(=O)c3c2C)CCCCC4)cc1	-8%	?	13µM*
Cc1c(C(=O)NNC(=O)c2ccncc2)oc2ccc(Br)cc12	-5%	-7%	-2%
CCN(CC)S(=O)(=O)c1cccc(-c2nnc(SCC(=O)NC3CCCCCCC3)n2N)c1	1%	?	-8%
O=C(c1ccc(Cl)cc1)C(Cn1cncn1)C(Sc1ccccc1)c1ccccc1 (stereo not given)	-1%	?	?
O=C(O)CCCC(=O)N1N=C(c2ccccc2)CC1c1cccs1 (stereo not given)	-8%	2%	-9%
CC(CCc1ccccc1)NC(=O)Cn1cccc1C(=O)c1ccccc1 (stereo not given)	-7%	-28%	-3%
COc1ccc(Cl)cc1NC(=O)COC(=O)CCCC1=NS(=O)(=O)c2ccccc2N1	-7%	5%	28%
O=S(=O)(NCCc1ccccc1)c1cnc(Cl)c(Br)c1	-16%	-12%	-13%
O=S(=O)(c1ccc(Cl)cc1)N1CCN(CCc2ccncc2)CC1	-8%	?	?
COc1ccc(/C=C/CN2CCN(CC(C)C)C(CCO)C2)cc1 (stereo not given)	-2%	10%	-1%
O=S(=O)(c1ccc(SCCOc2ccc(Cl)cc2)nc1)N1CCCC1	-5%	?	?
Brc1ccccc1OCCCCN1CCCCC1	-10%	-19%	-10%
Cc1cc(C(=O)NNC(=S)NCC2CCCO2)cs1 (stereo not given)	2%	1%	-6%
O=C(CN1CCc2ccccc2C1)Nc1ccc(OC(F)(F)F)cc1	-23%	12%	-22%
CCCC(C)c1nnc(NC(=O)C2CCCO2)s1 (stereo not given)	1%	0%	-1%
CCOc1ccc(NC(=O)COC(=O)c2ccc3ncsc3c2)cc1OCC	0%	23%	3%
Cc1ccc(S(=O)(=O)c2c(N)n(C)c3nc4ccccc4nc23)cc1	-3%	?	13µM*
O=C(Nc1cccc2nsnc12)c1cccnc1Cl	-2%	-24%	-26%
CCc1ccc(C(C)NC(=O)Cc2ccc(F)cc2)cc1 (stereo not given)	-10%	-11%	?
CC(=O)c1ccc(N2CCN(C(=O)c3cccs3)CC2)c(F)c1	-3%	?	?

Source: PubChem BioAssay
